# PostGolgi yeast = growth inhibition of a yeast mutant, post-Golgi transport screen | post-Golgi transport phenotypic cell assay | inhibition, % at 10 µM | 0.9% of 98,000 active; in the data active = inhibition above about 30%;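 note: yeast cells grown in 1536-well plates; yeast grown about 18 h at 30C before absorbance read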
# CYP2C9 activ = increases human cytochrome P450 2C9 activity | P11712 | recombinant CYP2C9, luciferin-H conversion, luminescence; active compounds read high; factor 1 = untreated enzyme, 0 = blocked | activation factor at 5 µM | 1.4% of 96,000 active | AID 1024;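 active = activation factor of 2 or more for CYP2C9 at a 5 µM dose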;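 note: 0 = sulfaphenazole-blocked wells and 1 = vehicle-only wells; values of inactives mirror those of a sister screen read the other way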
# Ecoli WT expand = blocks growth of wild type E. coli BW25113. AID 710. 0.15% of 98,000 active. OD600 absorbance. growth inhibition, % at 100 µM;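 active = growth inhibition above about 50% at one test dose, limit read from the data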;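 note: growth measured after 20 h incubation at 37 °C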
# PTK2B oligo ant = antagonists of human Pyk2 oligomerization. z-score (the deposit names both 25 µM and 10 µM). 0.83% of 99,000 active. Q293 cells, Pyk2 FERM NanoBiT luminescence; active compounds read low;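 active = Z-score of -3 or lower, scaled per plate to the spread of control and sample wells; inactive = z-score above -3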;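 note: negative z-score means lost luminescence so less FERM oligomerization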
# Target sequence (Q14289 whole entry, looked up): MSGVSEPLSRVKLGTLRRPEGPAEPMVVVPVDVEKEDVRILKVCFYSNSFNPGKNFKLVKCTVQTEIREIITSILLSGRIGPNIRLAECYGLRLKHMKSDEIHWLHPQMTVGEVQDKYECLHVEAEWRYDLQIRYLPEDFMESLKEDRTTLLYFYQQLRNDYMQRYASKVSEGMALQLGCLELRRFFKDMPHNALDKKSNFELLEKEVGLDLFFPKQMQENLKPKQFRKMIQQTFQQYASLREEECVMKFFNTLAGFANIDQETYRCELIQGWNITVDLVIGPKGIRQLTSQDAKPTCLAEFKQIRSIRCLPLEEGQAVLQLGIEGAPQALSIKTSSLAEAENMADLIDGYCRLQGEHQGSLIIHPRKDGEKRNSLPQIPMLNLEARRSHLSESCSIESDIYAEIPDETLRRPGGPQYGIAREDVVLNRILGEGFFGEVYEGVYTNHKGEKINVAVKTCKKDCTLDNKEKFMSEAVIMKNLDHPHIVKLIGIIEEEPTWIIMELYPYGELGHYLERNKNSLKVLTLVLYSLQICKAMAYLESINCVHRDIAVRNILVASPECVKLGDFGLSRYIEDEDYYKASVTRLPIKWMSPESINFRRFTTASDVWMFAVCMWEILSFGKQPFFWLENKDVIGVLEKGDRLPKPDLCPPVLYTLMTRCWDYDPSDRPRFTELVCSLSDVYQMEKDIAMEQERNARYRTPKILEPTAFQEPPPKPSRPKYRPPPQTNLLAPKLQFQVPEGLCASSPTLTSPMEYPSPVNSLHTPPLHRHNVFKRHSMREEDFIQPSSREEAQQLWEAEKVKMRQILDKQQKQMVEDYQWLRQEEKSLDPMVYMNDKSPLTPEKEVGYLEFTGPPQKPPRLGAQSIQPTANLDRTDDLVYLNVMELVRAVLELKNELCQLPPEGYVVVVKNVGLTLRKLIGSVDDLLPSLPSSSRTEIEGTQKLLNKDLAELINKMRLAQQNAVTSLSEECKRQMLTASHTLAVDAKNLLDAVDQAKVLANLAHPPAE
# CYP2C19 inh = human CYP2C19 inhibition | 21% of 96,000 active | inhibition, % at 5 µM | AID 778 | P33261 | CYP2C19 Supersomes, luciferin-H EGE luminescence, 30 min;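 active = CYP2C19 inhibition above a set limit at 5 µM in the primary screen, cut at about 50% in these data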;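 note: plate controls were negative control wells for no effect and 2.5 mM tranylcypromine positive control for full effect; values of inactives mirror those of a sister screen read the other way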
# PLAP act = activators of human placental alkaline phosphatase. purified PLAP enzyme, luminescent substrate read-out; active compounds read high. activation fold at 20 µM. 1.2% of 96,000 active; in the data active = activation fold above about 2
# CYP2C19 act = increases human CYP2C19 enzyme activity; recombinant CYP2C19, luciferin-H EGE luminescence; active compounds read high; 0 = fully inhibited enzyme, 1 = untreated enzyme; activation factor at 5 µM; 96,000 tested, under 10 active;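 active = activation factor of at least 2 at 5 µM in the primary screen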;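 note: 0 = wells with 2.5 mM tranylcypromine and 1 = vehicle-only wells; values of inactives mirror those of a sister screen read the other way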
# CYP2C9 inhib = inhibitors of human CYP2C9. P11712. CYP2C9 Supersomes, luciferin-H conversion, luminescence. inhibition, % at 5 µM. AID 777. 20% of 96,000 active;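 active = blocking of liver enzyme CYP2C9 beyond about 50% at 5 µM, limit read from the data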; note: values of inactives mirror those of a sister screen read the other way
# EphB4 ephrin blk = EphB4-ephrin-B2 interaction antagonism | EphB4 LBD / TNYL-RAW-Alexa532 peptide, fluorescence polarization | 0.15% of 97,000 active | AID 720 | P54760 | inhibition, % at 7 µM;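 active = inhibition above the screen-wide mean inhibition plus 3 SD, cut at about 15% in these data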;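 note: 0% = DMSO wells and 100% = excess unlabeled TNYL-RAW peptide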
# * hit, by the source's call; nt = not tested or not shown.
# Order of results – PostGolgi yeast	CYP2C9 activ	Ecoli WT expand	PTK2B oligo ant	CYP2C19 inh	PLAP act	CYP2C19 act	CYP2C9 inhib	EphB4 ephrin blk
> O=C1OC(c2ccc3c(c2)OCO3)N(C(=O)c2ccc(Cl)c(Cl)c2)c2ccccc21 (stereo not drawn)
  -3	0.1	-19	-3.2*	84*	1.1	0.2	86*	4
> COC(=O)COc1cc(C)cc2oc(=O)c(CC(=O)OC)c(C)c12
  15	0.7	0	0.83	12	0.9	0.9	28	0
> CCCNC(=O)c1ccc(OC)cc1OC
  -14	1	-1	0.51	5	1	0.9	3	-2
> COc1ccc(C(C#N)N2N=C(C)CC2(C)C)cc1OC (stereo not drawn)
  21	1	-5	1.1	1	0.9	1	1	1
> COc1ccccc1N1CCN(CCCC(=O)c2ccc(F)cc2)CC1
  6	1	6	nt	30	1.4	0.7	-3	-8
> c1ccc(CCc2ccccc2-c2nc(-c3ccccn3)no2)cc1
  3	0.8	-13	-2	10	0.8	0.9	19	-1
> Cc1ccc(S(=O)(=O)Nc2ccc(Br)cc2/C=N/n2cnnc2)cc1
  4	0.4	-5	-1.3	54*	1.5	0.5	62*	-15
> Cn1c(=O)c2c(nc(-n3ccnc3)n2Cc2ccccc2)n(C)c1=O
  -3	1	1	-0.23	4	1.2	1	0	4
> Cn1c(CC2C(=O)Nc3ccc(Br)cc32)nc2ccccc2c1=O (stereo not drawn)
  -1	0.2	10	-0.94	45	1.5	0.5	82*	0
> COC(=O)CSc1nc(C(C)C)nc2ccccc12
  2	0.6	-5	-0.01	80*	1.4	0.2	43	-7
> CC(C)C(NC(=O)C1CCCCC1)C(=O)Nc1ccncc1 (stereo not drawn)
  3	0.1	-2	-0.47	96*	1.1	0	92*	0
> COc1cc(N/C=C(\C(C)=O)c2ccccc2)cc(OC)c1
  -4	0.1	-6	-0.66	72*	1.5	0.3	86*	7
> COCCNC(=O)CN1c2ccccc2CC1C (stereo not drawn)
  11	0.8	-2	0.04	41	1.5	0.6	20	nt
> CCOc1ccc(CNC(=O)C2CCC(=O)N2C2CCCC2)cc1OC (stereo not drawn)
  12	1	2	-0.08	0	1	1	4	-13
> NC1=NS(=O)(=O)NC1c1ccc(Cl)cc1 (stereo not drawn)
  5	0.8	10	0.63	5	1.2	0.9	15	5
> CC(C)=CC(=O)Nc1nnc(C(C)C)s1
  4	1	3	1.5	0	1	1	4	4
> Cc1ccc(CC2C(=O)N(c3ncccn3)C(=O)C2C)cc1 (stereo not drawn)
  -7	0.9	4	nt	9	1.1	0.9	8	6
> OCCN1CCN(c2ncnc3ccc(Br)cc23)CC1
  1	1	10	nt	-9	1.3	1.1	-1	0
> Cc1nc2ncnn2c(N2CCC(C(=O)NC3CCCC3)CC2)c1Cc1ccccc1
  0	0.4	4	0.42	66*	1.7	0.3	60*	-10
> O=C(C/C=N/OCc1ccc(Cl)cc1Cl)c1ccc(Cl)cc1
  0	1	7	0.55	28	1.2	0.7	1	4
> CCOC(=O)c1cc(C)n(S(=O)(=O)c2ccc(C)cc2)c1C
  -7	0.9	13	0.16	-19	1.2	1.2	6	2
> CC1Sc2ccc(C(=O)O)cc2NC1=O (stereo not drawn)
  4	1.1	-2	1.9	-15	1	1.1	-8	-4
> CCCC(=O)Nc1c(C)n[nH]c1C
  3	0.4	-4	0.78	23	1	0.8	62*	2
> Cc1nc(NCCCn2ccnc2)c2ccccc2n1
  -5	0.6	-9	1.5	32	1	0.7	41	nt
> CCOC(=O)CC(=O)CSc1nc2c(sc(=S)n2-c2ccccc2)c(=O)[nH]1
  -1	0.3	4	-0.89	4	1.1	1	66*	-3
> CCOc1ccc(N(CC(=O)NCc2ccccc2)S(C)(=O)=O)cc1
  -2	0.6	2	-0.37	50*	1	0.5	40	nt
> Cc1cccc(OCC(O)Cn2c(=N)n(CCN3CCCCC3)c3ccccc32)c1 (stereo not drawn)
  -4	1	37	0.44	8	1.3	0.9	0	2
> COc1ccc2nc(N3CCCC3)[nH]c2c1
  -2	1	-2	1.6	7	0.9	0.9	2	-9
> Cc1nnc(SCC(=O)Nc2ccc(Oc3ccccc3)cc2)n1N
  -2	0.9	14	-0.18	-9	1	1.1	8	nt
> CCCc1nc(N)c(C#N)c(-c2cccnc2)c1CC
  24	0.8	-4	nt	61*	1	0.4	24	-4
> CCn1c(Cc2ccccc2)nnc1SCC(=O)Nc1ccccc1
  0	1	3	0.9	74*	0.8	0.3	4	0
> Oc1c(C(c2cccs2)N2CCN(c3ccccc3)CC2)ccc2cccnc12 (stereo not drawn)
  11	0.9	26	nt	-1	1.6	1	5	6
> COc1cc(OC)c(C2CC(=O)N3CN(c4ccccc4C)CSC3=C2C#N)cc1OC (stereo not drawn)
  19	0.1	-1	nt	49	1.3	0.5	86*	nt
> CC(=O)N1CCN(c2ccc(NCc3ccccc3)cc2)CC1
  -6	0.8	3	-0.18	10	1	0.9	24	-8
> COc1ccc(Cc2nnc(NC(=O)c3c(-c4ccccc4)noc3C)s2)cc1
  15	0.1	-6	-2.5	84*	1.2	0.2	93*	1
> CCn1c(N2CCN(S(=O)(=O)c3ccccc3C(F)(F)F)CC2)nc2ccccc21
  15	1.2	-3	-1	69*	1.2	0.3	-15	6
> CCOc1ccccc1CN1CCN(S(=O)(=O)CC)CC1
  13	0.9	4	-0.22	38	1.1	0.6	9	1
> CSc1cccc(NC(=O)CSc2ccc(C)cc2)c1
  -6	1	-10	1.7	19	0.9	0.8	-5	0
> CCCCCCc1cc2cc(C(N)=O)c(=N)oc2cc1O
  -1	0.5	17	nt	5	1.4	0.9	47	1
> Cn1c(CO)cnc1SCc1ccc(Cl)cc1
  2	0.8	6	0.23	84*	0.9	0.2	17	-7
> CS(=O)(=O)N(CC(=O)Nc1c(F)cccc1F)c1ccc(C23CC4CC(CC(C4)C2)C3)cc1
  0	0.9	-7	-1.7	-4	0.9	1	7	-5
> CCCC(=O)C1C(=O)CC(C)(C)C(c2cc(C)no2)C1=O (stereo not drawn)
  4	1.2	-1	-1.1	-14	0.9	1.1	-16	nt
> COCCOC(=O)C1=C(C)NC(=O)NC1c1ccc(OC(=O)c2ccco2)c(OC)c1 (stereo not drawn)
  -12	0.9	-5	0.14	35	0.9	0.6	6	-2
> CCOc1ccc(Nc2cc(=O)n(C)c(=O)n2C)cc1
  21	0.9	24	0.76	5	1	0.9	12	-5
> C=CCN1C(=O)C(O)(CC(=O)c2ccc(OC)cc2OC)c2cc(Br)ccc21 (stereo not drawn)
  -6	0.2	-7	-0.77	63*	1.2	0.4	82*	1
> O=C(CCC(=O)OCCCC(F)(F)C(F)(F)F)Nc1ccc(Cl)cc1Cl
  -2	0.6	4	1.8	70*	1.1	0.3	40	2
> Cc1cccc(C)c1OCCOCCN1CCN(C)CC1
  4	0.9	-4	0.66	5	1.2	1	6	nt
> CCN(CC)c1ncnc2c1sc1nc(C)cc(C)c12
  7	1	2	-0.47	-2	1.2	1	0	4
> COc1ccc(C(=O)/C=C/Nc2cccc(C)n2)cc1OC
  -4	1.3	-8	-0.38	34	1	0.7	-29	-7
> Cc1ccc(NC(=O)COc2ccc(Br)cc2CO)cc1
  15	0.4	7	-1.4	74*	0.7	0.3	56*	-6
> COc1ccc(S(=O)(=O)Nc2ccc(C)cc2)cc1N(C)S(=O)(=O)c1ccc(Cl)cc1
  3	0.4	-16	-1.3	71*	1.2	0.3	62*	-2
> CCN(CC)C(=O)C1CCCN(C(=O)Nc2ccccc2)C1 (stereo not drawn)
  7	0.8	5	1.9	45	1.2	0.6	21	0
> CCOc1ccc(-n2c(COc3ccc(C)cc3)nnc2SCC(N)=O)cc1
  2	0.6	5	-0.48	91*	1.8	0.1	38	-9
> CC(C)OC(=O)CC(=O)CSc1nc2c(cc1C#N)CCCC2
  -5	0.7	-4	0.65	16	0.9	0.8	29	nt
> Cn1c(=O)c2c(nc(SCC(=O)NCc3ccco3)n2C)n(C)c1=O
  2	0.9	0	-0.8	3	0.8	1	13	2
> Cc1ccsc1C(=O)OCc1nc2ccccc2c(=O)[nH]1
  0	0.1	-4	-0.78	72*	1.2	0.3	87*	0
> Brc1cccc(-c2nnc(SCc3ccon3)n2-c2ccccc2)c1
  11	0.6	0	nt	50*	1.1	0.5	44	-12
> Cc1cc(C(C)(C)C)oc1C(=O)N(CC(=O)NC1CCCC1)c1ccc(F)cc1
  -10	0.8	2	-1	10	1.8	0.9	20	1
> O=c1oc2ccccc2c2c1SC(C(F)(F)F)C2 (stereo not drawn)
  -3	0.8	4	0.1	41	1.1	0.6	24	2
> COC(=O)c1c(C(=O)OC)n(CCCN)c2ccc(C)cc12
  2	0.9	8	0.32	25	0.8	0.7	6	-3

# Quoted at random: 3 entries already listed
# Order of results – PostGolgi yeast	CYP2C9 activ	Ecoli WT expand	PTK2B oligo ant	CYP2C19 inh	PLAP act	CYP2C19 act	CYP2C9 inhib	EphB4 ephrin blk
> CCOc1ccccc1CN1CCN(S(=O)(=O)CC)CC1
  13	0.9	4	-0.22	38	1.1	0.6	9	1
> CCN(CC)c1ncnc2c1sc1nc(C)cc(C)c12
  7	1	2	-0.47	-2	1.2	1	0	4
> COCCOC(=O)C1=C(C)NC(=O)NC1c1ccc(OC(=O)c2ccco2)c(OC)c1 (stereo not drawn)
  -12	0.9	-5	0.14	35	0.9	0.6	6	-2

# Continued:
# Order of results – PostGolgi yeast	CYP2C9 activ	Ecoli WT expand	PTK2B oligo ant	CYP2C19 inh	PLAP act	CYP2C19 act	CYP2C9 inhib	EphB4 ephrin blk
> COC(=O)c1ccccc1NC(=S)NC(NC(=O)c1ccccc1[N+](=O)[O-])C(Cl)(Cl)Cl (stereo not drawn)
  2	0	1	-0.43	94*	1.1	0.1	97*	1
> O=C(Nc1nccs1)c1ccc2nccnc2c1
  -5	0.8	14	1.2	8	1.2	0.9	23	0
> CC(=O)OC1=C(C#N)Cn2ccc3cccc1c32
  -3	1.1	26	nt	11	1.3	0.9	-14	-3
> O=c1cc(-c2ccccc2)c2c([nH]1)CCCC2
  -7	nt	8	-0.14	nt	nt	nt	nt	-12
> CC(=O)Nc1cnn(Cc2ccc(Br)cc2)c1
  21	0.8	-1	-0.41	66*	0.9	0.3	23	0
> Cc1ccc2nc(SCC(=O)N3c4ccccc4CC3C)c(C)cc2c1 (stereo not drawn)
  -12	0.3	-13	-0.98	38	0.9	0.6	67*	7
> CC1CCN(S(=O)(=O)c2ccc3[nH]c(=O)cc(C(=O)O)c3c2)CC1
  -15	0.6	1	0.3	7	0.9	0.9	40	2
> COC(=O)CC1=C(C(=O)OC)C(c2cccs2)C(C#N)=C(N)O1 (stereo not drawn)
  0	0.9	2	-0.27	41	0.8	0.6	13	2
> Cc1ccc(N(CC(=O)Nc2cc(Cl)ccc2Oc2ccccc2)S(C)(=O)=O)c(C)c1
  0	0.5	2	-1.9	61*	1.4	0.4	46	1
> Cc1c(Cl)c([N+](=O)[O-])nn1CC(=O)NC(C)C1CC2CCC1C2 (stereo not drawn)
  9	0.8	1	0.94	59*	0.9	0.4	24	0
> COc1ccc(Cl)cc1S(=O)(=O)N1CCN(C)CC1
  -9	1.7	10	nt	55*	1.2	0.4	-72	nt
> COCCn1c(SCC(=O)c2ccc(Cl)cc2)nnc1C(C)C
  3	0.9	-3	-0.62	74*	1	0.3	11	1
> Cc1ccc(S(=O)(=O)N(CC(=O)N/N=C/c2cccc(Cl)c2)c2cccc3cccnc23)cc1
  2	1	-12	0.41	-4	0.8	1	1	-4
> O=C(Nc1ccc2c(c1)OCO2)c1c(F)c(F)c(F)c(F)c1F
  3	1	5	0.3	38	0.8	0.6	0	-1
> Cc1c(C(=O)NCc2ccc3c(c2)OCO3)oc2ccc(S(=O)(=O)N3CCCCC3)cc12
  -3	0.4	-13	-0.36	13	0.9	0.9	59*	2
> C1=CC2CC1CC2CN1CCN(c2ccccc2)CC1 (stereo not drawn)
  -8	0.8	3	0.65	66*	0.7	0.3	20	nt
